Wee1 stabilizer = human Wee1 degradation inhibition, primary screen | P30291 | HeLa Luc-Wee1K328M stability, luciferase luminescence; 100% = proteasome inhibitor MG132 effect | reporter increase, % at 5 µM | hit rate 1.2% among 220,000;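 active = activation above the mean of all tested compounds plus 3 SD, set per screening run, cut at about 8.8% in these data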;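 also: cells exposed to compound for 20 h before luminescence read; 0% = DMSO alone and 100% = MG132 at 30 µM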
Furin inhibitor = human furin inhibition. purified furin, fluorogenic substrate cleavage. inhibition, % at 30 µM. hit rate 0.061% among 220,000; in the data active = inhibition above about 25%; also: inactives centre near -15
FXIa inh = blocks human coagulation factor XIa protease activity; P03951; purified FXIa, Boc-Glu-Ala-Arg-AMC fluorogenic substrate; inhibition, % at 5 µM; hit rate 0.14% among 220,000; AID 798;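 active = inhibition of at least 40%; inactive = inhibition below 40%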;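 also: fluorescence of freed AMC excited at 355 nm; 0% = enzyme without compound and 100% = no enzyme blank; many of its hits are not listed in these tables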
p97 ATPase inh = human p97 ATPase inhibition. P55072. recombinant p97 ATPase, Kinase-Glo ATP luminescence, 3 h. inhibition, % at 8 µM. hit rate 0.42% among 220,000; in the data active = inhibition above about 15%;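 also: 0% = DMSO vehicle and 100% = wells lacking enzyme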
FXIIa inh = factor XIIa (human) inhibition; P00748; purified FXIIa, Boc-QGR-AMC fluorogenic substrate, 2 h; inhibition, % at 5 µM; hit rate 0.3% among 220,000; AID 800; in the data active = inhibition above about 40%;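 also: 0% = enzyme with no compound and 100% = blank without enzyme; many of its hits are not listed in these tables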
Target sequence (P00748 20-372 limits assumed): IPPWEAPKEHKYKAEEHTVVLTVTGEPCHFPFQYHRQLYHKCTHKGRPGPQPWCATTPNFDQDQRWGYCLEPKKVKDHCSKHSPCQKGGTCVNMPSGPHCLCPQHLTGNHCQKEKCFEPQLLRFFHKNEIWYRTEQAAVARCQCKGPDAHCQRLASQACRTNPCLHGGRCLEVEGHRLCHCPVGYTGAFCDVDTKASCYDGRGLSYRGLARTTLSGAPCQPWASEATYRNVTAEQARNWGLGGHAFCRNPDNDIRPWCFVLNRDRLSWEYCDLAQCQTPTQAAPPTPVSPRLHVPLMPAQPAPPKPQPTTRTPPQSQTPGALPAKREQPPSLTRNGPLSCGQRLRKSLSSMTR
Target sequence (P00748 373-615 limits assumed): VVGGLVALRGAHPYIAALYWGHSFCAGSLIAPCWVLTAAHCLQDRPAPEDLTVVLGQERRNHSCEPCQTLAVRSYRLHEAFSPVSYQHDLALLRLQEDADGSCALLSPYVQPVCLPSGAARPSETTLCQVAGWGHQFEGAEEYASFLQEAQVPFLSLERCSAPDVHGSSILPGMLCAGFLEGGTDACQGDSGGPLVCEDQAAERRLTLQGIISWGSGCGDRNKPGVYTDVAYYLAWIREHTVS
KLK5 inh = inhibitors of human kallikrein 5; Q9Y337; hit rate 0.59% among 210,000; recombinant hK5, fluorogenic AMC substrate cleavage; inhibition, % at 5 µM;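 active = inhibition of 40% or more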;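 also: 0% = enzyme controls without compound and 100% = no-enzyme blanks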
Target sequence (Q9Y337 67-293 limits assumed): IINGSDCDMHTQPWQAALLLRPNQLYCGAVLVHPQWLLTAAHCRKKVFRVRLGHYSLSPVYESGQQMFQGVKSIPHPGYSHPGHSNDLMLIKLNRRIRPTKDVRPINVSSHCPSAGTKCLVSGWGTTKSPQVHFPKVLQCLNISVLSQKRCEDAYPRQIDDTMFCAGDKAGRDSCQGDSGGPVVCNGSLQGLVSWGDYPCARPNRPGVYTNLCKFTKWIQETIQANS
KCC2 mod = modulates chloride dependent transport by human KCC2. Q9H2X9. KCC2 cells, thallium flux FluoZin-2 fluorescence. B-score of Tl+ flux slope (higher = more flux/activation; lower = inhibition) at 10 µM. hit rate 2.2% among 190,000. AID 1456;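 active = thallium flux slope and its plate-corrected score both differing from the plate sample mean at a set confidence after two filtering rounds, in either direction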;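 also: slope of fluorescence scaled to starting intensity during 10 to 20 s after thallium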
thrombin 1536 = inhibitors of human thrombin; alpha-thrombin, Boc-VPR-AMC fluorogenic substrate cleavage; AID 1046; inhibition, % at 5 µM; hit rate 0.26% among 220,000; P00734;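 active = inhibition at or above 40%; inactive = inhibition below 40%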;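 also: 0% = enzyme with no compound and 100% = wells without enzyme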
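Test system: human alpha-thrombin; medium: pH 7.5 Tris-saline with Tween 20; times: reaction at room temperature; signal: AMC fluorescence at 355 nm excitation and 460 nm emission; also added: Boc-VPR-AMC substrate, 15 µM final; dosing: one concentration per compound, 5 µM, with 0.2% DMSO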
PERK inh = blocks human PERK kinase; inhibition, % at 5.6 µM; Q9NZJ5; hit rate 0.17% among 220,000; CHO PERK-DD fusion, SEAP luminescence translation reporter;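 active = inhibition above the mean inhibition of all tested compounds plus 3 SD, set separately per screening campaign, cut at about 2.9% in these data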;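 also: PERK kinase domain activated by AP20187 dimerizer at 100 nM; 0% = DMSO with dimerizer and 100% = rapamycin at 8.4 µM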
* hit, by the source's call; · = no result given; [ ] = dose if it differs, or a comment.

A first look, 19 compounds:
SMILES	Wee1 stabilizer	Furin inhibitor	FXIa inh	p97 ATPase inh	FXIIa inh	KLK5 inh	KCC2 mod	thrombin 1536	PERK inh
CC1(C)Cc2cccc(OCC(O)CN3CCN(c4ccccn4)CC3)c2O1 (stereo unspecified)	-1	-23[20 µM]	1	-2	12	-27	0.026	2	-1.3
CCOC(=O)C(C)(C)n1nnc(-c2ccc([N+](=O)[O-])cc2)n1	-3	-25	-1	-1	10	0	0.13	0	0.8
CCOc1cc(S(=O)(=O)NC2CC2)c(OCC)cc1-n1cnnn1	2	-18[20 µM]	-4	-3	20	-41	·	2	-1.8
O=C(CN1C2=NCCCN2c2ccccc21)c1ccc2c(c1)OCO2	-3	-18	4	6	16	-7	-1.2	4	-0.9
CSc1ccccc1NC(=O)COc1ccc(S(=O)(=O)N2CCCC2)cc1	-2	-18[20 µM]	-8	-1	-14	-6	-0.55	-10	-0.2
NC(=O)c1ccc(-n2c(CCC(=O)O)ccc2-c2cccs2)cc1	0	-16	2	1	13	17	·	-5	-0.6
C=CCn1c(SCC(N)=O)nnc1-c1cnccn1	-3	-19	0	3	0	0	0.06	-4	0.5
CCCCC(CC)C(=O)Nc1ccc(Cl)cn1 (stereo unspecified)	0	-3[20 µM]	4	5	6	0	·	-2	1.1
O=C(CC1SC(=NCC2CCCO2)NC1=O)Nc1cccc2ccccc12 (stereo unspecified)	0	-11	9	2	13	-19	2.1	1	0.3
COc1cc(-c2nnc(-c3ccccc3)o2)cc(OC)c1OC	2	-18[20 µM]	9	0	12	-4	-1.3	-1	-0.7
CSC(=NC#N)N1CCN(c2ccc([N+](=O)[O-])cc2)CC1	7	3	-1	3	3	-10	0.11	2	0.8
CC(C)[C@H](NC(=O)[C@H](CC(=O)O)NC(=O)[C@H](CCCCN)NC(=O)[C@@H](N)CCCN=C(N)N)C(=O)N[C@@H](Cc1ccc(O)cc1)C(=O)O	-2	-22	5	9	11	4	-0.42	1	1.9
Cc1ccc(N2C(=O)CCC2(C#N)c2ccccc2)cc1 (stereo unspecified)	0	-12	0	3	0	-1	0.011	-13	0.3
COc1cc(S(=O)(=O)n2nnc3ccccc32)c(OC)cc1Cl	1	-9[20 µM]	-6	-1	9	-2	-0.19	2	0.9
O=C(Nc1nc2cc3c(cc2s1)OCCO3)C1=COCCO1	-6	-7	-4	-36	4	-2	-1.1	-5	-0.8
Cc1cc2nc(-c3ccc(SCc4ccc(C(=O)O)cc4)nc3)[nH]c2cc1C	0	-9	-2	1	8	12	-4*	-4	-0.2
COc1ccc(C(NC(=O)C2C3C=CC(C3)C2C(=O)O)c2ccccc2)cc1 (stereo unspecified)	-3	-15	-4	4	13	-20	-1.8	-1	-0.8
C/C(=N\NC(=O)c1cccnc1)c1cc2ccccc2o1	2	-6	-6	2	3	-16	8.5*	0	2.0
CCCNS(=O)(=O)c1cc(Cl)ccc1OC	0	-7	-8	2	4	4	-0.12	8	0.5

All compounds of this part, previewed entries included:
SMILES	Wee1 stabilizer	Furin inhibitor	FXIa inh	p97 ATPase inh	FXIIa inh	KLK5 inh	KCC2 mod	thrombin 1536	PERK inh
CC1(C)Cc2cccc(OCC(O)CN3CCN(c4ccccn4)CC3)c2O1 (stereo unspecified)	-1	-23[20 µM]	1	-2	12	-27	0.026	2	-1.3
CCOC(=O)C(C)(C)n1nnc(-c2ccc([N+](=O)[O-])cc2)n1	-3	-25	-1	-1	10	0	0.13	0	0.8
CCOc1cc(S(=O)(=O)NC2CC2)c(OCC)cc1-n1cnnn1	2	-18[20 µM]	-4	-3	20	-41	·	2	-1.8
O=C(CN1C2=NCCCN2c2ccccc21)c1ccc2c(c1)OCO2	-3	-18	4	6	16	-7	-1.2	4	-0.9
CSc1ccccc1NC(=O)COc1ccc(S(=O)(=O)N2CCCC2)cc1	-2	-18[20 µM]	-8	-1	-14	-6	-0.55	-10	-0.2
NC(=O)c1ccc(-n2c(CCC(=O)O)ccc2-c2cccs2)cc1	0	-16	2	1	13	17	·	-5	-0.6
C=CCn1c(SCC(N)=O)nnc1-c1cnccn1	-3	-19	0	3	0	0	0.06	-4	0.5
CCCCC(CC)C(=O)Nc1ccc(Cl)cn1 (stereo unspecified)	0	-3[20 µM]	4	5	6	0	·	-2	1.1
O=C(CC1SC(=NCC2CCCO2)NC1=O)Nc1cccc2ccccc12 (stereo unspecified)	0	-11	9	2	13	-19	2.1	1	0.3
COc1cc(-c2nnc(-c3ccccc3)o2)cc(OC)c1OC	2	-18[20 µM]	9	0	12	-4	-1.3	-1	-0.7
CSC(=NC#N)N1CCN(c2ccc([N+](=O)[O-])cc2)CC1	7	3	-1	3	3	-10	0.11	2	0.8
CC(C)[C@H](NC(=O)[C@H](CC(=O)O)NC(=O)[C@H](CCCCN)NC(=O)[C@@H](N)CCCN=C(N)N)C(=O)N[C@@H](Cc1ccc(O)cc1)C(=O)O	-2	-22	5	9	11	4	-0.42	1	1.9
Cc1ccc(N2C(=O)CCC2(C#N)c2ccccc2)cc1 (stereo unspecified)	0	-12	0	3	0	-1	0.011	-13	0.3
COc1cc(S(=O)(=O)n2nnc3ccccc32)c(OC)cc1Cl	1	-9[20 µM]	-6	-1	9	-2	-0.19	2	0.9
O=C(Nc1nc2cc3c(cc2s1)OCCO3)C1=COCCO1	-6	-7	-4	-36	4	-2	-1.1	-5	-0.8
Cc1cc2nc(-c3ccc(SCc4ccc(C(=O)O)cc4)nc3)[nH]c2cc1C	0	-9	-2	1	8	12	-4*	-4	-0.2
COc1ccc(C(NC(=O)C2C3C=CC(C3)C2C(=O)O)c2ccccc2)cc1 (stereo unspecified)	-3	-15	-4	4	13	-20	-1.8	-1	-0.8
C/C(=N\NC(=O)c1cccnc1)c1cc2ccccc2o1	2	-6	-6	2	3	-16	8.5*	0	2.0
CCCNS(=O)(=O)c1cc(Cl)ccc1OC	0	-7	-8	2	4	4	-0.12	8	0.5
COc1cc(OC)cc(C(=O)Nn2cc(C(=O)Nc3ccc(F)cc3F)c3ccccc3c2=O)c1	-2	-18	8	-1	2	-15	0.077	-9	-0.9
COc1cccc(C2CC(c3c(Cl)cccc3Cl)n3nc(N)nc3N2)c1 (stereo unspecified)	1	-7	4	-8	12	-28	-0.61	-3	0.1
Cc1ccc(OCc2nc3ccccc3[nH]2)cc1	-1	-5	21	-8	28	29	-1.2	21	0.1
O=C(N1CCCCCC1)n1c(Cc2ccccc2)nc2ccccc21	-3	-28[20 µM]	10	2	13	-4	-0.024	3	-0.9
Cc1ccc(S(=O)(=O)NNC(=O)CC#N)cc1	·	-25	0	·	5	1	0.8	0	·
CCN(CC)C(=O)CN(c1cccc(C(F)(F)F)c1)S(C)(=O)=O	0	-22[20 µM]	-4	-3	-2	-28	·	-6	-0.3
CCC/C(O)=C1\C(=O)CCCC1=NCCc1c(C)[nH]c2ccc(OC)cc12	-1	-34	5	1	10	0	-1.4	15	0.0
O=C(CSc1nnc(-c2ccco2)n1-c1ccccc1)N1CCOCC1	0	-11[20 µM]	-21	-2	0	-33	0.14	-4	-0.9
CCOC(=O)N1CCN(c2ncnc3c2[nH]c2ccc(OC)cc23)CC1	1	2[20 µM]	-6	-6	7	-63	1.1	-2	-2.0
N#CC1=C2C=CC=CN2CC1=O	-2	-29	5	2	23	4	-2	4	0.7
CCCCN(CCCNC(=O)c1c(C)cc(=O)oc1C)c1ccccc1	0	10	4	-4	17	6	·	6	-2.3

Rewritten with two lines to a compound: 2 of the compounds above.
Values run as follows: Wee1 stabilizer	Furin inhibitor	FXIa inh	p97 ATPase inh	FXIIa inh	KLK5 inh	KCC2 mod	thrombin 1536	PERK inh
N#CC1=C2C=CC=CN2CC1=O
 : -2	-29	5	2	23	4	-2	4	0.7
O=C(N1CCCCCC1)n1c(Cc2ccccc2)nc2ccccc21
 : -3	-28[20 µM]	10	2	13	-4	-0.024	3	-0.9

Other compounds:
SMILES	Wee1 stabilizer	Furin inhibitor	FXIa inh	p97 ATPase inh	FXIIa inh	KLK5 inh	KCC2 mod	thrombin 1536	PERK inh
CC(C)(C)n1nnnc1C(c1cccc(C#N)c1)N1CCCc2ccccc21 (stereo unspecified)	-1	-6	-1	-1	6	-18	·	-5	-0.8
Cn1c(CN2CCOCC2)nnc1SCC(=O)NC1CCCCC1	-2	-26[20 µM]	4	0	8	7	-0.75	1	1.2
Cc1occc1C(=O)O/N=C(\N)c1ccccc1	-1	-8	0	-59	3	-2	-0.1	-6	-0.4
COc1cc(NC(=O)c2cccs2)c(C(=O)OCC(=O)c2cc(C)n(-c3ccccc3)c2C)cc1OC	4	-15	7	1	17	-11	-0.21	-5	0.8
Cc1cc(OC(=O)c2ccc(Cl)cc2Cl)nc(C)n1	2	-13[20 µM]	6	0	45*	-53	·	4	1.4
NC(=O)C1CCN(C(=O)CN2CCCc3ccccc32)CC1	1	-18[20 µM]	-8	1	12	-16	1.4	1	-0.2
COc1ccc(C2C(CC(=O)O)=C(O)C(=O)N2c2ccccc2)cc1 (stereo unspecified)	-2	-17	6	7	18	5	·	2	1.0
COc1ccccc1N1CCN(/N=C/c2cccc(OC)c2OC)CC1	1	-23	0	-4	·	2	0.73	-10	-0.3
CN(CC(=O)Nc1cccc(F)c1)CC(=O)Nc1cccc(S(=O)(=O)N2CCCCCC2)c1	3	-16	-2	-4	2	-3	-2.8	-4	-2.2
CCC(=O)Nc1sc(C(=O)Nc2ccccc2OC)c(C)c1C(=O)OC	3	-21	-4	-2	3	0	·	-15	-0.1
CC1CCC(C(=O)c2c(O)c3ccccc3oc2=O)CC1 (stereo unspecified)	5	-3[20 µM]	-9	2	12	-21	0.81	1	1.0
Cc1cccc(C(=O)NC(=S)Nc2ccccc2C(=O)O)c1	4	-26	7	4	14	·	-0.087	7	0.8
Cc1n[nH]c(=O)n1-c1ccc(C(C)(C)C)cc1	1	-23	-1	9	7	3	-0.45	1	0.2
CCOc1ccc(C(=O)N(CN2CCCC2=O)c2cccc(Cl)c2)cc1	-1	-23	-23	1	13	3	0.077	1	0.5
CCOc1ccc(Nc2nc(N)nc(CSC(=S)N3CCOCC3)n2)cc1	-2	-6	-6	10	7	2	0.21	0	0.3
CS(=O)(=O)N1CCN(C(=O)COc2ccc3ccccc3c2)CC1	2	-3	3	-4	13	5	1.5	4	0.3
COc1ccc2c(c1)[nH]c1c(=O)n(Cc3ccco3)cnc12	-2	-7[20 µM]	0	-3	10	-9	·	2	-1.2
Cc1cc(C(=O)NNC(=O)c2nn(C)c(=O)c3ccccc23)c(C)o1	-1	-19	2	-3	9	3	0.69	-4	0.0
CCCn1c2ccccc2c2cc(C(=O)O)ccc21	7	-27	3	2	-2	8	·	3	1.2
Cc1nnc(SCc2nc3ccccc3[nH]2)s1	-1	-33	0	3	14	-12	1.6	1	2.2
COc1ccc2nc(NCCCNC(=O)c3cc(OC)c(OC)c(OC)c3)c(C#N)cc2c1	-1	-3	3	0	8	-3	-1.3	-3	-0.3
O=C(Nc1nc(-c2cccs2)c(-c2ccccc2)s1)c1ccco1	1	-20	14	0	22	-7	·	18	-0.3
COc1cc(OC)c(/C=N/NC(=O)c2ccc(NC(C)=O)cc2)cc1Br	5	-36	3	1	11	6	·	-5	0.3
Cc1cc(OC(F)F)ccc1NC(=O)Nc1ccc([N+](=O)[O-])cc1	0	-9	20	0	17	-1	-1.1	-3	-0.2
O=C(Nc1nc(-c2ccccn2)cs1)c1cc2ccccc2o1	-2	8	11	-5	14	9	-0.011	13	0.1

Assay outcomes (PubChem BioAssay)

Rows are unselected; 4.4% or so of the library scored in one or more.
